Bioassay records: PubChem BioAssay, National Center for Advancing Translational Sciences (NCATS)
KDM5B inhibitor: KDM5B demethylase inhibition; Q9UGL1; KDM5B demethylase, FDH-coupled NADH fluorescence (FDH is formaldehyde dehydrogenase); Potency, µM (doses to about 57.7 µM), for inactives: at the top dose activity change, negative = inhibition, actives largely listed as inhibitors; actives 2.6% (n = 220,000); AID 1347165; active = well fitted inhibition curve with a large enough effect; inconclusive = small, poorly fitted or top-dose-only effect; inactive = no such curve, though single readings can be large or run the other way; note: 0% is about no effect; nearly all actives have a fitted effect of over 70% in size
Target sequence (Q9UGL1 whole entry, looked up): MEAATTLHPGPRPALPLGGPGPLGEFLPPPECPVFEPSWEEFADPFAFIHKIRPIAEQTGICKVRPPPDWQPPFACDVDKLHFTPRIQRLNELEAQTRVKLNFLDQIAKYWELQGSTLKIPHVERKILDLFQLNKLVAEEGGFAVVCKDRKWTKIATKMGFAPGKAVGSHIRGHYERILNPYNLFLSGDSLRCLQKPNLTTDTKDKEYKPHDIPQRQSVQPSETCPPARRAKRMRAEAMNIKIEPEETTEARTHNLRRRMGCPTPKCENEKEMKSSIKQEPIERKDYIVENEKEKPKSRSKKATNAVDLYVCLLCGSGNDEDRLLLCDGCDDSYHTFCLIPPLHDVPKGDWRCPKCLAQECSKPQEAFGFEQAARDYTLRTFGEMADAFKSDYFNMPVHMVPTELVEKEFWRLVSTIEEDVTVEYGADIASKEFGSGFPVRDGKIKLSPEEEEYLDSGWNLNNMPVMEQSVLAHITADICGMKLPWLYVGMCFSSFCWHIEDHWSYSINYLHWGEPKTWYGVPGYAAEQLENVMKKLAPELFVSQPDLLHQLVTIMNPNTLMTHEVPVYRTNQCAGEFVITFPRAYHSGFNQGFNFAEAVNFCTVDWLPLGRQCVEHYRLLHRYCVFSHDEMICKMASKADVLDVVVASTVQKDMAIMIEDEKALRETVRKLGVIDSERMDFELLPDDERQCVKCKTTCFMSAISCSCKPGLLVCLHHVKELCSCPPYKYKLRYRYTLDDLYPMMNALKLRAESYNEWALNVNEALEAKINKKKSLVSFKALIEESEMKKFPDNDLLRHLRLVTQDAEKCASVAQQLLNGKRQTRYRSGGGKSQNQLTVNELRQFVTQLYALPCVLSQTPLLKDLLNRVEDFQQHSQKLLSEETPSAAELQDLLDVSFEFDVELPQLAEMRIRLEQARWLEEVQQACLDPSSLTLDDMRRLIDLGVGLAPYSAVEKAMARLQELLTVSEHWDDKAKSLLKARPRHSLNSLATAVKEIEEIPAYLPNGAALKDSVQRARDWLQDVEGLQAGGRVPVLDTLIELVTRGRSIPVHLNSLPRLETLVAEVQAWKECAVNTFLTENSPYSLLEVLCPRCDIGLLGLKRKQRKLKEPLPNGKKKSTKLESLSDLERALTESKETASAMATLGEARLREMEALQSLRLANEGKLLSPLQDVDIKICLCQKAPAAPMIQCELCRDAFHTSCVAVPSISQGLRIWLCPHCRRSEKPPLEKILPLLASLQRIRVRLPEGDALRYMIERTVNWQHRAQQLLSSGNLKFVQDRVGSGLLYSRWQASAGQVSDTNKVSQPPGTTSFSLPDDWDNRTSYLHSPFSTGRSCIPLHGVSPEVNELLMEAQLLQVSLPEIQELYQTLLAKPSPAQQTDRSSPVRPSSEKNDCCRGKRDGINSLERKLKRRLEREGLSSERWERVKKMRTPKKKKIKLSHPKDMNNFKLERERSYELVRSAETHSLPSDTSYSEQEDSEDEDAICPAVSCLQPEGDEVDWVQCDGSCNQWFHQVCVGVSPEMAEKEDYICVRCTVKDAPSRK
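Measured: NADH fluorescence change, 30 min, RT. System: KDM5BΔAP 200 nM final, H3K4me3 peptide, α-KG, Fe(II), ascorbate, NAD⁺ plus FDH, pH 7.5 HEPES. Compounds: titrated, 10 min pre-incubation with enzyme.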
* = called active by the depositor; i = inactive; ? = inconclusive; & = joins results of further samples; [ ] = dose if it differs, or a comment. Potency is the fitted concentration of half-maximal effect.

Compound	KDM5B inhibitor
CCCN1CCN(S(=O)(=O)c2ccc(/C=C\c3onc(C)c3NC(=O)C3CC3)cc2)CC1	i
O=C(O)COc1ccc2c(=O)c(Oc3ccc(Cl)cc3)coc2c1	-20.5%
Cc1ccc(-n2c(C3CCN(C(=O)C4(c5ccccc5)CC4)CC3)n[nH]c2=O)cc1	24.9%
Cc1ccc(-c2cn3c(n2)N(C(=O)c2cnn4cccnc24)CCC3)cc1	-26.6%
Cc1ccccc1CNC(=O)CCn1ccn2nc3c(c2c1=O)CCCC3	?
Cn1c(SCC(=O)Nc2ccc(F)cc2)nc2c(c1=O)SCC2	-1.9%
COc1ccccc1NC(=O)c1c(NCc2ccc(C)o2)sc2c1CCC(C)C2 (configuration not stated)	?
COc1cccc(C(=O)COc2ccc(F)cc2Cl)c1	9.6%
Cc1nonc1CN(C)C(=O)CC(c1ccccc1)c1ccc2c(c1)OCO2 (configuration not stated)	15.9%
CNC(=O)NC(=O)CSc1nc(NC2CC2)c2ccccc2n1	21.1%
COc1ccc(CN2CCC(O)(c3csc(CN4CCc5ccccc5C4)n3)CC2)cc1	?
CCN(CC)CCn1c2c(c(SCC(=O)Nc3cccc(C(F)(F)F)c3)nc1=O)CCC2	-20.1%
CCc1nc2c(c(-c3ccc(Cl)cc3)n1)CCN(CC1CCCCC1)CC2	-12.2%
CCCNC(=O)C1COC2(CCN(C(=O)c3ccccc3Cl)CC2)N1C(=O)c1cccc(F)c1 (configuration not stated)	17.0%
O=C(c1ccc(Cn2cncn2)cc1)N1CCN(c2ccccc2)CC1	8.0%
Cc1ccc(NC(=O)N2CCC(CCNC(=O)CCCc3ccccc3)CC2)cc1	28.9%
COc1cc(SC)ccc1C(=O)OC(C)C(=O)c1ccc(C)cc1 (configuration not stated)	10.7%
Nc1c(C(=O)Nc2ccccc2F)sc2nc(-c3cccnc3)ccc12	?
CCCNC(=O)N1CCc2cc(OC)c(OC)cc2C1CNC(=O)c1ccccc1C (configuration not stated)	6.7%
Cc1noc(C)c1S(=O)(=O)N(C)C1CCOc2ccccc21 (configuration not stated)	-12.8%[86.2 µM]
O=C1/C(=C/c2ccc3ccccc3c2)Cc2ccccc21	-2.7%
O=C(NC1CC1)[C@@H]1CN(Cc2c(F)cccc2Cl)C[C@H]1CO	14.6%
O=C(NC1CCCCC1)C1CN(S(=O)(=O)c2ccccc2F)CC12CCOCC2 (configuration not stated)	-4.3%
CCCC(=O)N1CCc2nc(OCC)ccc2C1	-29.0%
CCC(=O)N1CCc2cc(Br)cc(S(=O)(=O)CCC(=O)NCCc3ccccc3)c21	5.8%
Cc1cc(NC(=O)CSc2nnc(-c3cccnc3)n2C2CC2)no1	-29.6%
NC(=O)c1oc2ccccc2c1NC(=O)C(=O)O	?
OC1(Cc2cc(-c3ccccc3)no2)CCN(c2ncncn2)CC1	-19.0%
O=C(c1ccccc1Cl)N1CCC2(C1)C(=O)N(CCc1ccccc1)c1ccccc12 (configuration not stated)	26.4%&-11.6%
COC[C@H]1CCCN1[C@@H]1[C@H](O)[C@H](CO)O[C@@H]1CNC(=O)C1CCCC1	-28.1%[86.2 µM]
CCc1ccc(Nc2nc(C)cc(=O)n2CC(=O)c2ccc(F)cc2)cc1	-9.6%
CCOC(=O)c1cnc2c(C)cccc2c1Nc1cccc([N+](=O)[O-])c1	20.7%
Cn1cc(S(=O)(=O)N2CCCC(C(=O)Nc3nn(Cc4ccc(F)cc4)cc3Cl)C2)cn1 (configuration not stated)	-11.2%
CC1CCN(C(=O)CSc2nnc(N)s2)CC1	17.2%
O=C(O)c1cccn1-c1ccccc1	4.0%
CCOc1ccc(NC(=O)c2nc(-c3ccccc3)n(-c3ccc(F)cc3)n2)cc1	-12.5%
Cc1ccccc1OCc1nc(C2CN(C(=O)c3ccc4ccccc4n3)C2)no1	-19.1%
COc1ccc2c(C)c(CC(=O)Nc3nnc(C(C)(C)C)s3)c(=O)oc2c1OC	-7.6%
Cc1ccc2oc(C(=O)Nc3nnc(C)s3)cc(=O)c2c1	12.2%
O=C(Cn1nc2c(cc1=O)CCCC2)NCCc1cccc(F)c1	-18.6%
O=[N+]([O-])c1ccc(/C=N/N=C(c2ccccc2)c2ccccc2)cc1	16.8%
COc1ccc(C(NC(=O)CSc2ccc3c(c2)OCCCO3)c2ccccc2)cc1 (configuration not stated)	15.3%
CC(C)Oc1ccc(CNS(=O)(=O)c2ccc3c(c2)C(C)(C)C(=O)N3C)cc1	12.7%
Cc1nn(-c2cccc(Br)c2)c(C)c1[C@@H]1C=C[C@@H](NC(=O)CC(C)(C)CC(=O)O)C1	-11.6%
O=C(NCc1ccc(F)cc1)C1CN(c2cccc(Cl)c2)C(=O)N1 (configuration not stated)	-10.0%[86.2 µM]
CSc1cccc(NC(=O)C2CC(=O)N(Cc3ccccc3)C2)c1 (configuration not stated)	-5.9%
N#CC1CCNCC1	14.2%
O=C(c1ccccc1)N1CC(Oc2ccc(F)c(F)c2)C1	9.3%[149 µM]
COc1ccc(S(=O)(=O)N(C)Cc2nc(-c3ccc(OC(F)(F)F)cc3)no2)cc1	-5.2%
Cn1cc(-c2ccccc2)cc1C(=O)NCc1ccc(N2CCOCC2)cc1	-31.6%
CC(CCc1ccccc1)NC(=O)Cn1cccc1-c1nc(-c2ccc(F)cc2)no1 (configuration not stated)	-3.4%
COc1ccc(OC)c(NC(=O)CSC2=Nc3ccccc3C3=NC(CCC(=O)NCc4ccco4)C(=O)N23)c1 (configuration not stated)	8.2%
Cc1cc(=O)oc2cc(OCC(=O)NCCN(C)C)c(Cl)cc12	?
COc1ccc(-c2cc(N3CCN(C(=O)c4ccc(F)c(F)c4)CC3)n[nH]2)cc1	-17.8%
Cc1cccc(C(=O)Nc2c(NC3CCCC3)c3ccccc3oc2=O)c1	11.3%
CCOc1ccc(Cl)cc1CN(C)C(=O)c1cccc(-n2cnnc2)c1	22.2%
CCc1ccc(NC(=O)Cn2ccn3nc(-c4ccc(F)cc4)c(CO)c3c2=O)cc1	?
O=C(/C=C/c1cccs1)Oc1cccc2ccccc12	-2.7%
COc1ccccc1NC(=O)Cn1nc(C)n2cccc2c1=O	-6.6%
COc1cccc(-n2c(-c3ccc(Cl)cc3)cc3c2CC(C)(C)CC3=O)c1	-18.0%

Going on with the list.
Compound	KDM5B inhibitor
O=c1nc(SCc2cccc(C(F)(F)F)c2)nc2ccccn12	?
COCC(=O)N(C)C1CCc2ccccc21 (configuration not stated)	-6.9%[115 µM]
CCOc1ccc(NC(=O)C2CCN(C(=O)c3ncn4c3COC(c3ccccc3)C4)CC2)cc1 (configuration not stated)	23.4%
Cc1noc(C)c1S(=O)(=O)Nc1ccccc1SCc1cc(=O)n2cc(Cl)ccc2n1	-21.0%
Cc1cccc2c1ncc1c(=O)n(-c3ccccc3)[nH]c12	-2.5%
Cn1ncc(N2CCCC(CC(=O)NCCC3=CCCCC3)C2)cc1=O (configuration not stated)	-4.8%
CCN(CC)C(=O)c1cccc(NC(=O)c2cc(S(=O)(=O)NCc3ccccc3)ccc2C)c1	21.7%
CCOc1ccc(N/C=C/C(=O)c2ccc(C(C)C)cc2)cc1	-17.8%
COc1ccc(OC)c(C2Nc3c(C)cc(C)cc3-c3cc(C)nn32)c1 (configuration not stated)	-11.7%
CC(C)CC(=O)NCC1(N(C)C)CCCCC1	24.3%
CC(C)(C)c1ccc(C(=O)N/N=C/c2cccc3ccccc23)cc1	-23.1%
Cc1ccc2c(c1)Sc1c(ccc3ccccc13)N2	-1.0%
CCOc1cc(/C=C/c2nc3ccccc3s2)ccc1O	?
Cc1cc2nc(-c3ccc(OCc4ccccc4Cl)cc3)cc(C(F)(F)F)n2n1	12.0%
O=C(Nc1ccc([C@H]2OCC(=O)N(Cc3cccnc3)[C@@H]2CO)cc1)c1ccnc(Cl)c1	8.5%
CC(C)c1ccc(-c2nnn(C(C)C(=O)Nc3cccc(C#N)c3)n2)cc1 (configuration not stated)	-25.7%
COc1cccc(CN(C)C(=O)CSc2nc(-c3cccs3)nc3ccccc23)c1	?
CCOC(=O)C1=C(CN2CCN(C(=O)OC(C)(C)C)CC2)NC(=O)NC1c1cccc(OC)c1 (configuration not stated)	16.7%
O=C1NCCOCCN(C(=O)c2ccncc2)[C@H]2CCC[C@@H]12	-7.3%
Cc1ccccc1NCc1nc2ccccc2n1CCOc1ccccc1	-6.0%
COCCn1cnc2ccc(OCc3ccc(C(F)(F)F)cc3)nc2c1=O	-12.4%[86.2 µM]
CC(C)CC(=O)N1CCC2(CC1)CN(c1ccccc1)C2=O	30.6%
O=C(O)CC1(CC(=O)Nc2ccccc2CO)CCCCC1	15.3%
O=C1CC(=O)Nc2cc(S(=O)(=O)Nc3cccc(Br)c3)ccc2N1	-5.0%
O=C1C(Cl)=C(Nc2ccc3cn[nH]c3c2)C(=O)c2ccccc21	?
COCc1ccc2c(c1)c(OC(C)(C)C(=O)Nc1cc(C)nn1C)nn2Cc1cccnc1	9.9%
Fc1ccc(-n2ncc3c(N4CCC(Cc5ccccc5)CC4)ncnc32)cc1	-29.2%
CCOc1ccccc1CNC(=O)c1cccc(NC(=O)c2nsc3ccccc23)c1	?
O=C(NNc1cc(C(F)(F)F)nc2ccccc12)Nc1cccc(Cl)c1	-0.7%
O=C1N(C2CCCCC2)C[C@H]2CN(Cc3ccc(F)cc3)CCN12	7.4%[86.2 µM]
CCCc1ccc(NC(=O)c2ccc3c(c2)NC(=O)CS3)cc1	22.3%
Cc1ccc(CN2CCCN(S(C)(=O)=O)C(c3ccccc3)CC(=O)NCC2)s1 (configuration not stated)	-26.0%
COc1ccc2cc3cc(C(=O)NCc4ccccc4OC)oc3nc2c1	i
Cc1ccc(C(=O)N2CCOCC2)cc1S(=O)(=O)N1CCCCC1	9.0%
CCOC(=O)CCn1cnc2onc(-c3ccccc3Cl)c2c1=O	-13.3%
CC(C)CC(N)c1nnc2n1CCNCC2 (configuration not stated)	-27.1%

A draw from above in order of heavy-atom count, smallest number first:
Compound	KDM5B inhibitor
CC(C)CC(N)c1nnc2n1CCNCC2 (configuration not stated)	-27.1%
O=C1N(C2CCCCC2)C[C@H]2CN(Cc3ccc(F)cc3)CCN12	7.4%[86.2 µM]
Cc1ccc(CN2CCCN(S(C)(=O)=O)C(c3ccccc3)CC(=O)NCC2)s1 (configuration not stated)	-26.0%
CCOc1ccccc1CNC(=O)c1cccc(NC(=O)c2nsc3ccccc23)c1	?

Next part:
Compound	KDM5B inhibitor
COc1cc(NC(=O)c2nc3nc(C)cc(C(F)F)n3n2)cc(OC)c1OC	-4.9%
COCC(=O)NC[C@H]1O[C@H](Cc2cc(COC)on2)CC[C@@H]1O	-9.7%[86.2 µM]
COc1cc(-c2ccnc3nc(C4CCCCC4)nn23)cc(OC)c1OC	25.1µM*
CCn1c(CO)nnc1C1CC(NC(=O)CCn2c(=O)[nH]c3ccccc32)C1 (configuration not stated)	-19.0%
Cc1cc(C(F)(F)F)nn1Cc1nc2c3c4c(sc3ncn2n1)CCC4	0.1%
CC(C)Sc1ncc(Cl)c(C(=O)Nc2nnc(C(C)C)s2)n1	-7.4%
Cc1ccc(Sc2ccc(Cl)nn2)cc1	16.3%
CCn1c(SC)nnc1C1CCCN(CC(=O)Nc2ccccc2N2CCOCC2)C1 (configuration not stated)	4.7%
COc1cccc(CN2CCCC(NCc3cc(C)ccc3-n3cccn3)C2)c1 (configuration not stated)	3.2%
CCCCCCn1c(N2CCN(c3cccc(Cl)c3)CC2)nc2c1c(=O)[nH]c(=O)n2C	10.1%
CC(C)NC(=O)c1ccc(-c2nnc3ccc(NC(=O)C4CCC4)cn23)cc1	25.1µM*
O=C(O)CSC(SCC(=O)O)c1ccc(Cl)cc1	13.2%
Cc1cc(C)c2nc(N3CCCC(C(=O)NCc4cccc(Br)c4)C3)sc2c1 (configuration not stated)	-6.6%
Cc1nc(-c2ccc(F)cc2)n(CC(=O)NCc2ccc3c(c2)OCO3)c(=O)c1CCO	-0.5%
O=C(N1CCC(c2n[nH]c(=O)n2-c2ccccc2)CC1)C1(c2ccccc2)CC1	10.4%
COCCn1cnnc1SC(C)C(=O)c1cccc(Cl)c1 (configuration not stated)	1.8%
COc1cc(OC)c(NC(=O)c2ncoc2-c2ccc(OC)c(OC)c2)cc1Cl	-20.5%
COCCN1CCNc2nc(CNCc3cccc(Cl)c3)n(Cc3ccccc3)c2C1=O	-23.3%
COc1ccc(CCN2C(=O)CN(C3CCC(C)CC3)C(=O)C2c2ccc(OC(C)C)c(OC)c2)cc1OC (configuration not stated)	4.3%
CCC12CSc3nc(Cl)ccc3N1C(=O)C(=O)N2C (configuration not stated)	14.8%
C=CCN(Cc1ccccc1OC)C(=O)c1cnn(CCC)c1C	-17.3%
O=Cc1ccc(OCc2ccccc2)c(Cl)c1	?
CCOc1ccc(Oc2nc(NCC(C)C)nc(NC(C)(C)C)n2)nn1	3.7%
N#CCCc1nc2ccccc2s1	15.5%
O=C1[C@@H]2CSC(c3ccc(Cl)cc3)N2C(=O)N1c1ccccc1 (some centres not stated)	-1.3%

Sorted by the number under KDM5B inhibitor (falling): three from the list above.
| SMILES | KDM5B inhibitor |
| --- | --- |
| COCc1ccc2c(c1)c(OC(C)(C)C(=O)Nc1cc(C)nn1C)nn2Cc1cccnc1 | 9.9% |
| Cc1nc(-c2ccc(F)cc2)n(CC(=O)NCc2ccc3c(c2)OCO3)c(=O)c1CCO | -0.5% |
| Cn1cc(S(=O)(=O)N2CCCC(C(=O)Nc3nn(Cc4ccc(F)cc4)cc3Cl)C2)cn1 (configuration not stated) | -11.2% |

A portion of the library; count on the stated rates, not on these rows.
